Screens deposited in PubChem BioAssay by several laboratories.
Lipid droplet: hepatic lipid droplet formation modulation; AML12 mouse hepatocytes, oleate lipid droplets, BODIPY imaging; inhibition, % at 6.5 µM; 240,000 tested, 0.4% active; AID 1656;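 active means lipid droplet intensity inhibited by at least 50%, with more than 500 cells counted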
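System: AML12 hepatocytes (mouse). Probe or stimulus: oleic acid at 100 µM to induce lipid droplet formation. Times: overnight treatment with compound plus oleate. Detection: Image-based BODIPY and DAPI two-channel analysis. Evaluation: percent inhibition of filter-corrected integrated lipid droplet intensity per well.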
ER stress rescue: protection against thapsigargin-triggered cell killing – 384-well, CSM14.1, ATP luminescence, primary screen (AID 1222). 190,000 tested, under 10 active. one-dose cellular ATP content (survival), % at 20 µM; EC50 in µM for titrated hits. CSM14.1 thapsigargin-induced death rescue, ATP luminescence; higher % means a stronger effect;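 active means EC50 below 50 µM in the dose-response confirmation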;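 further: death triggered by thapsigargin at about 15 µM added after 2 h compound pretreatment; cell ATP read after overnight thapsigargin exposure of roughly 18 to 22 hours; normalized against plate controls of thapsigargin alone and 5% DMSO vehicle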
Autophagy mod: autophagy modulation, high-content screen; MEF GFP-LC3 puncta imaging; test concentration mostly 10 µM; calls only at 10 µM (by protocol); 190,000 tested, 0.98% active;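 active means percentage of spot-positive cells more than 3 SD above its plate mean, without a fluorescence outlier flag or 80% toxicity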;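 further: spot-positive cell cutoff set from DMSO-treated cells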
MT stabilize HCS: stabilizes microtubules in HeLa cells | % tubulin-high responders, % at 10 µM | AID 2205 | HeLa tubulin immunostaining HCS, 24 h; share of cells brighter than vehicle mean+2SD | 200,000 tested, 0.83% active;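 active means plate Z-score above 3 for both tubulin-high and condensed-nucleus cell shares, with cell loss under 80%, at 10 µM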;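 further: anti alpha tubulin signal scored within the nucleus-defined area of each cell; some results filed as inactive read as strong as hits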
T cell HTS: T cell immune modulators affecting CD8 T cell-vesicle binding. 2C CD8+ T cell-vesicle binding, flow cytometry; active compounds read low. calls only at 7 µM. 330,000 tested, 0.068% active;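 active means response, share of CD8 T cells binding vesicles, and their 90th percentile fluorescence all below set limits, cut at about 80% in these data, passing the limit was not always enough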
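Incubation: binding step 1.5 h, 37 °C, antibody labelling 20 min, ice; system: murine 2C transgenic CD8+ T lymphocytes; technique: cytometric PE anti-B7-1 and Alexa647 anti-CD8 signals after 1% paraformaldehyde fixation; also added: QL9-charged Drosophila Ld/ICAM-1/B7-1 vesicles; control set: naked versus QL9-loaded vesicles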
Salmonella PhoP GFP: PhoP-dependent GFP reporter repression – Salmonella Typhimurium, primary screen (AID 1863). inhibition, % at 50 µM, or IC50 in µM where a hit was titrated. 300,000 tested, 0.16% active. S. Typhimurium PhoP-regulated promoter GFP reporter, 4 h; higher % means a stronger effect;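 active means inhibition over 29.93%, a cutoff 3 SD above the screen mean, later confirmed by dose response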;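 further: 0% = low Mg2+ inducing control and 100% = high Mg2+ repressing control; strong numbers were not always called active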
Ins promoter up: MIN6 insulin promoter up-regulation; MIN6 insulin promoter-GFP reporter, high-content imaging; active compounds read high; z-score at 5 µM; 190,000 tested, 0.3% active; AID 1625;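 active means z-score above 3 at 5 µM with at least 500 cells counted in the well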
Dynein cargo inh: blocks dynein driven cargo transport along microtubules; 3617.4 mouse cells, GR-EGFP nuclear translocation imaging; test concentration mostly 20 µM; stimulated with dexamethasone, 1 µM; active compounds read low; z-score, hits read low; 220,000 tested, 0.47% active;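 active means plate z-score of nuclear minus cytoplasmic receptor signal below a set negative limit, without overly bright fluorescence or cell loss, cut at about -3.5 in these data, passing the limit was not always enough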;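 further: z-score of nuclear minus cytoplasmic ring GR-EGFP intensity difference per well; some compounds called inactive have numbers as strong as hits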
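Buffer or medium: tet-free medium with charcoal-stripped serum / Also added: dexamethasone agonist, 1.0 µM final, for 30 min / Timing: induction 48 h, compound 1 h, agonist 30 min / Measured by: high-content fluorescence imaging after fixation / Read-out: nuclear-to-cytoplasmic GR-EGFP distribution per well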
bCat nuc transl: beta-catenin nuclear translocation modulation; 190,000 tested, 0.3% active; HeLa beta-catenin nuclear translocation, immunofluorescence imaging; nuclear translocation activity, % at 5 µM;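 active means nuclear translocation activity above 50% at 5 µM, with a well cell count of 50 or more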;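 further: per-cell ratio of nuclear to cytoplasmic median beta-catenin stain intensity; plate controls were DMSO negative control for no effect and GSK-3 inhibitor IX positive control for full effect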
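Test system: HeLa cells, endogenous beta-catenin; Compound: single 5 µM dose plus 0.02–20 µM confirmation series; Times: compound exposure 24 h at 37°C; Signal: fluorescence imaging of beta-catenin antibody stain plus DAPI; Read-out: % activation, nuclear-to-cytoplasmic median beta-catenin signal ratio per cell.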
Dynein cargo inh cytoplasmic EGFP: also measured in Dynein cargo inh; calls as there; z-score; measured here: cytoplasmic GR-EGFP intensity; active compounds read high
Dynein cargo inh nuclear GR-EGFP: second read-out of Dynein cargo inh, no call of its own (marks repeat the call); z-score; measured here: nuclear GR-EGFP intensity;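 lower value marks the stronger effect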
Dynein cargo inh cell count: also measured in Dynein cargo inh; calls as there; z-score; measured here: cell count per field
Ins promoter up cell count: recorded beside Ins promoter up, whose call it bears; cell count; measured here: cytotoxicity, nuclei count;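 total cells summed across four imaged fields per well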
Lipid droplet cells 6.5 µM: further read-out of Lipid droplet, marked with its call; cell count; measured here: cell count, cytotoxicity flag;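 cells counted across two imaged fields per well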
bCat nuc transl cell count 5 µM: recorded beside bCat nuc transl, whose call it bears; cell count; measured here: cell count, cytotoxicity flag
T cell HTS vesicle-bound %: recorded beside T cell HTS, whose call it bears; double positive events, %; measured here: CD8+ vesicle-bound cell fraction;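 binding gate set so that unloaded-vesicle control wells show 10% double positive cells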
MT stabilize HCS Hoechst-high %: further read-out of MT stabilize HCS, marked with its call; % Hoechst-high responders; measured here: nuclear condensation Hoechst responders;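 share of cells brighter than vehicle mean plus two SD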
MT stabilize HCS cytotoxicity %: further read-out of MT stabilize HCS, marked with its call; toxicity, %; measured here: cytotoxicity by cell density;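 0% = mean cell density of plate MIN control wells and 100% = no cells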
Autophagy mod cell loss 18 h: second read-out of Autophagy mod, no call of its own (marks repeat the call); toxicity, %; measured here: cell loss, nuclei count;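 cell loss after 18 h compound exposure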
Active calls of the source: *; i = inactive; . = no result given.

SMILES	Lipid droplet	Lipid droplet cells 6.5 µM	ER stress rescue	Autophagy mod	Autophagy mod cell loss 18 h	MT stabilize HCS	MT stabilize HCS Hoechst-high %	MT stabilize HCS cytotoxicity %	T cell HTS	T cell HTS vesicle-bound %	Salmonella PhoP GFP	Ins promoter up	Ins promoter up cell count	Dynein cargo inh	Dynein cargo inh cytoplasmic EGFP	Dynein cargo inh nuclear GR-EGFP	Dynein cargo inh cell count	bCat nuc transl	bCat nuc transl cell count 5 µM
COCCCNC(=O)c1ccccc1SC	-9	719	3.7%	i	-11	3.9	3.2	2.9	i	31	1%	1.1	1251	0.3	-0.073	0.35	0.25	-1.4	1023
Cc1cc[n+](CC(=O)c2cc3ccccc3oc2=O)cc1	-7	524	-4.3%	i	-2	1.6	2.9	13	i	41	-7%	0.14	2365	1.5	0.0057	2.6	-1.9	-0.6	831
Cc1ccc2c(c1)-c1c(ssc1=S)C(C)(C)N2C(=O)CSC1=NCCS1	27	625	-0.3%	i	17	2.9	2.1	4.0	i	7	-13%	-1.7	1728	-0.53	-0.18	-0.56	-0.44	3.3	1089
Cc1cc2ccccc2c(=O)n1CC(=O)NCC(=O)N1CCN(c2ccccc2F)CC1	.	.	-1.6%	i	37	2.3	3.1	17	i	22	-5%	-0.27	1222	1.5	-0.27	0.88	-0.15	-0.1	1369
CC(C)(C)C(=O)NC1(C(F)(F)F)NC(=O)N(c2ccccc2F)C1=O (stereo unspecified)	0	687	.	.	.	.	.	.	i	28	-8%	-0.21	1133	-0.22	-0.24	0.54	-0.2	0.4	1349
COc1ccc(N2C(=O)CC(N(C)CCc3ccc(OC)c(OC)c3)C2=O)cc1 (stereo unspecified)	-8	673	-2.3%	i	-7	2.4	3.0	8.5	i	42	-5%	0.86	1660	-0.31	-0.3	-0.051	0.2	0.1	1473
Cc1ccc(C)c(C(=O)COC(=O)c2cccc(N3C(=O)c4c(C)nc5ccccc5c4C3=O)c2)c1	15	670	-5.9%	i	6	1.7	1.6	8.8	i	28	-9%	0.04	1248	-0.24	-0.015	-0.033	0.89	0.0	544
O=C(CCn1cccc1)NCc1ccc(Cl)cc1	.	.	-1.0%	i	-41	4.7	3.9	10	i	34	-1%	0.81	1638	-0.15	-0.28	0.38	-0.71	-2.0	956
O=S(=O)(c1ccccc1)c1ccc(C(F)(F)F)cn1	-3	687	0.4%	i	-1	2.8	3.2	15	i	38	-1%	-0.54	1221	0.059	-0.26	0.22	-0.49	-0.2	1056
Cc1ccc(Cn2ccc(NC(=O)c3cc4nc(-c5ccco5)cc(C(F)(F)F)n4n3)n2)cc1	.	.	-0.2%	i	-9	2.3	1.6	0.1	i	3	4%	-0.7	1603	1.1	-0.15	0.069	-1.7	1.0	1344
O=C(NCc1ccccc1)N(Cc1cc2cc3c(cc2[nH]c1=O)OCCO3)CC1CCCO1 (stereo unspecified)	.	.	1.2%	i	-5	4.4	2.9	8.9	.	.	4%	-0.13	984	-0.39	-0.21	-0.08	0.86	-2.2	1118
O=C(CN1CCOCC1)c1c[nH]c2ccccc12	.	.	1.0%	i	1	5.5	1.1	5.3	i	38	1%	-0.18	1481	1.3	-0.26	0.7	-0.91	1.7	1324
O=C(Nc1cccnc1)c1ccc2snnc2c1	.	.	-0.8%	i	14	1.7	1.3	3.6	i	20	2%	0.26	1735	3.5	-0.092	2	-2.3	-3.2	1363
CCN(C(=O)CSc1nc2ccccc2c(=O)n1-c1cccc(C)c1)C1CCS(=O)(=O)C1 (stereo unspecified)	4	729	-13%	i	16	4.2	2.3	3.8	i	45	1%	-0.19	1350	-0.52	-0.097	-0.1	0.96	-0.2	1102
O=C(N/N=C/c1ccco1)c1ccc(N2CCCC2=O)cc1	7	617	-0.5%	i	12	2.9	2.1	2.4	i	50	-4%	-0.28	1533	-0.31	-0.039	-0.22	-1.1	1.2	1122

Next section, starting with the last 2 of the part before.
SMILES	Lipid droplet	Lipid droplet cells 6.5 µM	ER stress rescue	Autophagy mod	Autophagy mod cell loss 18 h	MT stabilize HCS	MT stabilize HCS Hoechst-high %	MT stabilize HCS cytotoxicity %	T cell HTS	T cell HTS vesicle-bound %	Salmonella PhoP GFP	Ins promoter up	Ins promoter up cell count	Dynein cargo inh	Dynein cargo inh cytoplasmic EGFP	Dynein cargo inh nuclear GR-EGFP	Dynein cargo inh cell count	bCat nuc transl	bCat nuc transl cell count 5 µM
CCN(C(=O)CSc1nc2ccccc2c(=O)n1-c1cccc(C)c1)C1CCS(=O)(=O)C1 (stereo unspecified)	4	729	-13%	i	16	4.2	2.3	3.8	i	45	1%	-0.19	1350	-0.52	-0.097	-0.1	0.96	-0.2	1102
O=C(N/N=C/c1ccco1)c1ccc(N2CCCC2=O)cc1	7	617	-0.5%	i	12	2.9	2.1	2.4	i	50	-4%	-0.28	1533	-0.31	-0.039	-0.22	-1.1	1.2	1122
COC(=O)CSc1nc(N)c(C#N)c(-c2ccc(O)cc2)c1C#N	-3	640	.	.	.	.	.	.	i	55	-4%	-0.55	1445	-0.59	-0.27	-0.28	0.64	-1.4	1239
Cc1ccc2cc(CN(C(=O)c3ccncc3)C(C)C)c(=O)[nH]c2c1	.	.	0.5%	i	-28	2.0	1.1	5.7	i	19	1%	-0.05	1276	0.061	-0.44	0.37	0.17	-1.4	887
c1ccc(-n2ncc3c(NCC4CCCO4)ncnc32)cc1 (stereo unspecified)	4	682	-1.0%	i	2	3.9	4.2	0.9	i	18	-4%	.	.	-0.48	-0.47	-0.22	0.065	2.1	1157
CC1(C)CC(N2CCC(=O)N(C3CC(C)(C)NC(C)(C)C3)C2)CC(C)(C)N1	.	.	1.3%	i	-16	4.8	3.5	6.4	i	19	-11%	0.29	1226	0.62	-0.19	0.48	0.41	-2.1	972
CCN(CC)CCn1c(N)c(S(=O)(=O)c2ccccc2)c2nc3ccccc3nc21	-4	718	.	.	.	.	.	.	i	52	1%	0.05	1017	1.4	-0.27	0.64	-1	-0.3	1319
O=S(=O)(/N=C(\c1ccccc1F)N1CCCCC1)c1ccccc1	0	567	-1.6%	i	2	2.2	3.1	7.8	i	51	-2%	0.49	1424	0.33	-0.33	-0.18	0.4	-1.3	474
Cc1ccccc1NC(=O)Cn1c(=O)n(Cc2ccccc2)c(=O)c2c(C)c(C)sc21	10	529	4.0%	i	11	4.4	2.5	4.7	i	32	19%	0.12	1533	0.21	-0.21	-0.078	-0.46	-1.3	1148
COCCOC(=O)C1=C(C)Nc2cc(=O)[nH]c(=O)n2C1c1cccc([N+](=O)[O-])c1 (stereo unspecified)	-20	693	-0.8%	i	7	1.7	3.6	15	i	19	8%	-0.35	1291	0.17	-0.34	-0.1	-0.13	-0.3	541
COc1ccc2c(c1)oc(=O)c1c3ccccc3[nH]c21	-3	675	-2.2%	i	5	7.1	5.4	1.9	.	.	-5%	-2.2	826	0.13	-0.22	0.34	-0.61	-0.9	1568
COc1ccc(S(=O)(=O)N(C)c2ccc(C(=O)NC3CCCC3)cc2)cc1	4	688	-1.4%	i	14	1.8	2.2	7.9	i	30	-4%	-0.87	1617	0.18	0.099	0.13	0.2	-3.3	1103
CCCC(C)NC(=O)CSCc1ccc(OC)cc1 (stereo unspecified)	-15	655	-0.3%	i	22	1.7	1.6	6.0	i	19	3%	-0.36	1543	0.065	-0.28	0.024	0.83	2.8	841
CCOc1ccc2nc(SC3CC(=O)N(c4ccccc4)C3=O)sc2c1 (stereo unspecified)	.	.	3.1%	i	-5	2.6	3.4	4.0	i	35	-1%	0.52	1241	0.19	-0.15	0.66	0.31	1.8	1405
CCN(c1ccccc1)S(=O)(=O)c1cc(OC)ccc1OC	-43	724	-3.6%	i	26	1.4	1.3	1.8	i	9	-4%	-0.15	992	-0.079	-0.22	0.078	0.31	0.1	1166
CCCCc1nc2ccccc2c(NC(=O)CNC(C)(C)C)c1CCC	-6	739	2.9%	i	-3	0.8	1.2	6.1	i	40	5%	-0.93	1238	-0.25	-0.13	-0.3	0.62	1.3	1137
O=C(Nc1cccc(S(=O)(=O)NCc2ccco2)c1)c1cc(-c2ccccc2)nc2ccccc12	17	642	-1.9%	i	-3	1.6	1.5	5.9	i	50	16%	0.29	1256	-0.63	-0.26	-0.45	0.15	-0.8	895
CCOC(=O)c1cnc2ccc(OCC)cc2c1N(C)Cc1ccccc1	-6	695	0.0%	i	-19	3.2	1.7	4.1	i	35	5%	-1.7	1357	1.3	-0.049	1.1	-2.2	-1.6	1076
COCCCNC(=O)c1ccc(Cn2c(=O)c3ccccc3n(Cc3cc(C)ccc3C)c2=O)cc1	13	774	7.1%	i	0	3.4	2.0	6.1	i	9	6%	-0.09	909	1	-0.24	0.92	0.22	5.6	1118
Cc1cc(/C=N/NC(=O)c2ccc(O)cc2)c(C)n1CC(C)C	11	656	.	.	.	.	.	.	i	55	-3%	-0.57	1370	-0.18	-0.22	-0.066	0.63	-1.5	1172
